mouse EphA4 binding: inhibitors of EphA4 binding to KYL peptide, primary screen, biochemical, colorimetric, mouse EphA4 (AID 689) | one-dose inhibition, % at 10 µM; IC50 in µM for titrated hits | EphA4-AP binding to KYL peptide, pNPP A405; higher % means a stronger effect | 62,000 tested, 0.1% active; in the data active means a potency from the dose series; inactive means the rest, 99 in 100 with inhibition below about 22%
Starred values were filed as active, the others as inactive.

SMILES	mouse EphA4 binding
O=C(COC(=O)c1ccccn1)Nc1ncc(C(F)(F)F)cc1Cl	7%
CC(Oc1ccc(Cl)cc1Cl)C(=O)NCCCn1ccnc1 (configuration not stated)	-16%
Cc1ccc(-c2nnn(CC(=O)N(c3ccc(F)cc3)C(C(=O)NC3CCCC3)c3ccco3)n2)o1 (configuration not stated)	0%
Cc1ccnc(NC(=O)c2sc3ccccc3c2Cl)c1	-11%
CC(=O)C1=C(O)C(=O)N(c2ccc(C(=O)O)cc2)C1c1ccccc1 (configuration not stated)	-8%
Cc1cc2cc(CN(Cc3ccco3)C(=O)NCc3ccccc3)c(=O)[nH]c2cc1C	-2%
O=C(CCCC1=NS(=O)(=O)c2ccccc2N1)N1CCN(c2ccccc2)CC1	-3%
Cc1ccc(/C(N)=N/OC(=O)Cc2cccs2)cc1	-13%
O=C(CN(C(=O)C1CSC(=O)C1)c1ccccc1F)NCc1ccc2c(c1)OCO2 (configuration not stated)	-6%
CCCNC(=S)N1CCC(c2nc3cc(C)c(C)cc3[nH]2)CC1	-4%
O=C(Cn1nnc(-c2ccccc2)n1)OCc1csc(-c2ccccc2)n1	7%
Cc1csc(Nc2ccccc2C(F)(F)F)n1	-11%
CCN(CC)C(=O)c1ccc(NS(=O)(=O)c2ccccc2)cc1	-13%
CCC(CC)C(=O)Nc1cccc(C(=O)Nc2ccc(S(=O)(=O)Nc3ccc(C)cc3)cc2)c1	-4%
CCOc1ccc(N(CC(N)=O)S(=O)(=O)c2ccc(SC)cc2)cc1	-4%
O=C(NCc1ccc(F)cc1)C1CCC(=O)N1C1CCCCC1 (configuration not stated)	-4%
CC(C)C(NC(=O)c1ccc(S(=O)(=O)N2CCOCC2)cc1)c1nc2ccccc2[nH]1 (configuration not stated)	-7%
CCOC(=O)NC1(C(F)(F)F)NC(=O)N(C2CCCCC2)C1=O (configuration not stated)	-7%
Cc1ccc(C)c(N2CCN(C(=O)COc3cc(=O)n(C)c4ccccc34)CC2)c1	-3%
CC(C)CNS(=O)(=O)c1ccc(C(=O)Nc2ccc3c(c2)OCCO3)cc1	5%
CCOC(=O)c1ccc(NC(=O)C2C3C=CC(C3)C2C(=O)O)cc1 (configuration not stated)	8%
COc1cc(-c2nc3ccccn3c2NCC2CCCO2)ccc1O (configuration not stated)	-9%
COCCOC(=O)c1c(C)oc2ccc(OCc3cc(C(=O)OC)oc3C)cc12	-8%
COc1ccc(-c2ccc(-c3nnc(-c4ccncc4)o3)cc2)cc1	-11%
C=CCS/C(=N\n1cnc2ccccc2c1=O)N(CC)CC	-9%
Cn1nnnc1SCC(=O)c1ccco1	23%
COc1ccccc1CNC(=O)C1CCCN(S(=O)(=O)c2c(C)[nH]c(=O)[nH]c2=O)C1 (configuration not stated)	-8%
O=C(CSc1nnc(SCC(=O)c2ccc(F)cc2)n1-c1ccccc1)c1ccc(F)cc1	7%
COc1ccc(C2C(C#N)C(C#N)N3CCCN23)cc1 (configuration not stated)	-9%
Cc1ccc(Oc2nnc(-c3ccccc3)cc2C#N)cc1	8%
CC(=O)C1=C(O)C(=O)N(c2nccs2)C1c1ccccc1 (configuration not stated)	-13%
COc1ccc2[nH]c(=O)c3c(c2c1)OC(C)(C)C=C3	3%
Cc1cccc(OCC(=O)Nc2ccc(S(=O)(=O)N3CCCC3)cc2)c1	-4%
O=C(NCCOc1ccccc1F)c1ccc(F)c2ccccc12	-3%
Cc1ccc(N(CC(=O)NCCSCc2ccco2)S(=O)(=O)c2ccc(C)cc2)cc1	-7%
O=C(Cn1ncc2c1-c1ccccc1OC2)N(Cc1ccco1)C1CCCCC1	-13%
C/C(=N\OC(=O)NC1CCCCC1)c1sc(-c2ccccc2)nc1C	-6%
CCC(CO)N=CC1=C(O)CC(C)(C)CC1=O (configuration not stated)	-9%
CC(C)(C)C1CC=C2C(C#N)=C(N)C(C#N)(C#N)C(c3cccs3)C2C1 (configuration not stated)	-1%
Cc1ccc(S(=O)(=O)Nc2cc(C)nn2-c2ccccc2)cc1	2%
Cc1c(NC(=O)c2c(F)cccc2F)c(=O)n(-c2ccccc2)n1C	-6%
COc1ccccc1CNC(=O)c1ccc(S(=O)(=O)N2CCCC2)cc1	-5%
CCc1nc(OCC(=O)c2ccccc2)c(C#N)c2c1COC(C)(C)C2	-11%
CC(=O)OCc1c(C(F)(F)F)nn(C)c1Sc1ccccc1	-12%
CCCCCCCC(=O)Nc1ccc(C(=O)N/N=C/c2cccc([N+](=O)[O-])c2)cc1	-2%
Cc1ccc(CSC2=Nc3sccc3C3=NC(=O)CN23)cc1	-4%
CCC(CC)C(=O)Nc1c2c(nn1-c1ccc(OC)cc1)CS(=O)(=O)C2	0%
Cc1cc(NC(c2cccnc2)c2ccc3cccnc3c2O)no1 (configuration not stated)	0%
Cc1cccc(N2CCN(CCNC(=O)c3cc4c(s3)CS(=O)(=O)C4)CC2)c1C	-10%
CCS(=O)(=O)N1CCN(c2c(Cl)cccc2[N+](=O)[O-])CC1	-6%
Nc1ccc[n+](CC(=O)c2ccccc2)c1	-21%
O=C(NCc1ccc(F)cc1)c1noc2c1CCCC2	-11%
Cc1ccc(CNC(=O)C2CCCN(Cc3cnn(-c4ccccc4)c3-n3cccc3)C2)cc1 (configuration not stated)	-2%
COc1ccc(/C=N/NC(=O)c2nc(Cl)c(Cl)c(N)c2Cl)cc1COc1ccccc1F	-8%
CC1CC1C(=O)OCC(=O)NC(=O)NCc1ccco1 (configuration not stated)	-17%
COC(=O)CNS(=O)(=O)c1ccc(OC)cc1	-6%
CCOC(=O)c1c(-c2ccc(C)cc2C)csc1NC(=O)CSc1nnnn1C	-29%
CCCSc1nnc(NC(=O)/C=C/c2ccccc2)s1	3%
FC(F)C(F)(F)C1=CC(c2ccccc2)=NCCN1	0%
Cc1oc(/N=C/c2c(O)ccc3ccccc23)c(C#N)c1C	0%

Arranged by value in mouse EphA4 binding (high to low): some entries from above.
| smiles | mouse EphA4 binding |
| --- | --- |
| C/C(=N\OC(=O)NC1CCCCC1)c1sc(-c2ccccc2)nc1C | -6% |
| COc1ccc(/C=N/NC(=O)c2nc(Cl)c(Cl)c(N)c2Cl)cc1COc1ccccc1F | -8% |
| Nc1ccc[n+](CC(=O)c2ccccc2)c1 | -21% |

Entries above containing a CF3 group (4):
SMILES	mouse EphA4 binding
O=C(COC(=O)c1ccccn1)Nc1ncc(C(F)(F)F)cc1Cl	7%
Cc1csc(Nc2ccccc2C(F)(F)F)n1	-11%
CCOC(=O)NC1(C(F)(F)F)NC(=O)N(C2CCCCC2)C1=O (configuration not stated)	-7%
CC(=O)OCc1c(C(F)(F)F)nn(C)c1Sc1ccccc1	-12%

(next part)
SMILES	mouse EphA4 binding
CCCNC(=O)CCC(=O)Nc1ncc(-c2ccc(C)cc2)n1C	-8%
CCOC(=O)C1=C(C)N=c2s/c(=C\c3cccs3)c(=O)n2C1c1cccc(OC)c1 (configuration not stated)	5%
O=C(NCCCn1ccnc1)c1cnn2c(C(F)(F)F)cc(-c3ccc(Br)cc3)nc12	-13%
CC(C)COc1ccc(C(=O)OCCN2CCOCC2)c(O)c1	-7%
CCc1ccc(C(=O)COC(=O)C(Cc2ccccc2)NC(=O)C2CCC(C)CC2)cc1 (configuration not stated)	-19%
COc1cc(NS(=O)(=O)c2ccc(NC(C)=O)cc2)ncn1	-19%
CCCC(=O)c1ccc(N2CCCCCC2)c(F)c1	-12%
CS(=O)(=O)C1=C(O)C(=O)N(CCCC(=O)O)C1c1ccccc1F (configuration not stated)	2%
OCCNc1ncnc2ccc(Br)cc12	-3%
CC1C(=O)CC(c2ccccc2)N(C)C1c1ccccc1 (configuration not stated)	-6%
COc1ccc(OC)c(NC(=O)c2[nH]c(C)c(C(C)=O)c2C)c1	-12%
CCOC(=O)C1=C(N)Oc2cc(C)[nH]c(=O)c2C1c1ccncc1 (configuration not stated)	-2%
CCNC(=S)N1CCN(c2ccccc2OC)CC1	-4%
N#CCN1CCN(CC(=O)Nc2cccc3ccccc23)CC1	-16%
CCOc1ccc(CCNC(=O)C2CCC(=O)N2C2CCCCC2)cc1OCC (configuration not stated)	-10%
CC(=O)N(c1ccc(Cl)cc1)S(=O)(=O)c1ccc(Cl)cc1	-2%
COc1cc(-c2nc3ccc4ccccc4c3c3c2CCC3)cc(OC)c1OC	5%
CN(C)CCOC(=O)c1cccc(Br)c1	-2%
CC1CCCN(C(=O)/C=C/c2ccccc2)C1 (configuration not stated)	-1%
CCC(=O)OC1c2ccccc2C(=O)N1Cc1ccccc1 (configuration not stated)	-8%
COc1ccc(OC)c(C2C(C(C)=O)=C(O)C(=O)N2Cc2cccnc2)c1 (configuration not stated)	-14%
CCCOC(=O)c1ccc(OC(=O)c2ccco2)cc1	-7%
O=C(O)c1cccc2c1C(=O)N(C1CCCCC1)C2	-3%
O=C(c1cnn2ccccc12)N1CCc2ccccc21	-18%
OC1CCCN(Cc2c3ccccc3cc3ccccc23)C1 (configuration not stated)	0%
CCCN1CCN(C(=O)CCCNC(=O)Cn2cnc3sc(C)c(C)c3c2=O)CC1	0%
O=C(CSc1n[nH]c(-c2cccnc2)n1)Nc1ccnc2ccccc12	5%
CCOC(=O)CSc1nnc(C2CCCCC2)n1C	-8%
CN(C)c1ccc(C(c2nnnn2C(C)(C)C)N2CCN(C(=O)c3ccco3)CC2)cc1 (configuration not stated)	-15%
CCOC(=O)NCc1ccc2c(c1)cc(C)n2C	-18%
O=C(O)/C=C/c1cn(-c2ncc(C(F)(F)F)cc2Cl)c2ccccc12	-16%
O=C(COc1ccccc1)Nc1cccc2nsnc12	13%
COc1ccccc1Nc1nc2c(s1)CCC2	-32%
O=C(CC1COc2ccccc2O1)NCCc1ccccc1 (configuration not stated)	1%
CSc1ccc(N2C(=O)NC3(CCCCC3)C2=O)cc1	-22%
CSc1nc(-c2ccccc2)nn1C(=O)c1ccc(Cl)cc1	-10%
CCOC(=O)N1CCC(Nc2c(NCCCN(CC)CC)c(=O)c2=O)CC1	-7%
O=C1C=CC(=O)N1c1ccc(SC(F)F)cc1	-5%
O=C(O)C1C2C=CC(CC2)C1C(=O)O (configuration not stated)	5%
CCN(C(=O)Cn1c(=O)n2nc(CCn3nc(C)cc3C)nc2c2ccccc21)c1cccc(C)c1	3%
O=C(COC(=O)c1ccco1)Nc1ccccc1	-7%
COc1ccc(CCNC(=O)C(=O)Nc2cc(C)cc(C)c2)cc1OC	-3%
CCc1ccc(OCCCC(=O)Nc2ccc(N3CCCCC3)cc2)cc1	-8%
N#CC1=C(N)OC2=C(C(=O)CCC2)C12CCC1(CC2)OCCO1	-7%
CCOC(=O)N1CCN(S(=O)(=O)c2ccc(C(=O)Nc3sc4c(c3C#N)CCC4)cc2)CC1	3%
CCOc1ccc2[nH]c(=O)c(CN(Cc3nnnn3Cc3ccccc3)CC3CCCO3)cc2c1 (configuration not stated)	-11%
COc1ccc(CNC(=O)CCn2c(=O)oc3ccccc32)cc1	-2%
COC(=O)c1sccc1NC(=O)CSc1ccccc1NS(=O)(=O)c1ccc(Cl)cc1	-2%
O=C(O)CCCNS(=O)(=O)c1cccs1	-16%
CC(C)n1c(N2CCN(C(=O)Nc3ccccc3)CC2)nc2ccccc21	-7%
O=C(Nc1ccc(F)c([N+](=O)[O-])c1)c1ccc(OCc2ccccc2)cc1	-9%
CC(C)NC(=O)CCNS(=O)(=O)c1ccc(Br)cc1	-4%
N#Cc1c(SCc2ccc(Cl)cc2)sc(C(=O)c2ccccc2)c1N	0%
O=C(Nc1ccccc1)Nc1nncs1	-12%
COc1ccc(-c2cc(-c3cccs3)c(C#N)c(SCC(=O)NCc3ccco3)n2)cc1	-12%
O=C(CSc1nc2ccccc2c(=O)n1-c1ccccc1)NCc1ccco1	8%
O=C(N/N=C/c1c[nH]c2ccccc12)c1ccn(Cc2ccc(Cl)cc2Cl)n1	2%
Cc1cc(NC(=O)CSc2nnc(-c3ccoc3C)o2)no1	-2%
CCn1c(=N)n(CCOc2ccc(OC)cc2)c2ccccc21	-7%
COc1ccc(S(=O)(=O)N2CCC(C(=O)N3CCOCC3)CC2)cc1OC	-4%

More results follow:
SMILES	mouse EphA4 binding
Cc1c(Br)cc(-c2nnco2)cc1Br	1%
COc1ccc(-c2nc3ccccc3c(=O)n2CCCn2ccnc2)cc1	7%
Cc1onc(-c2ccccc2Cl)c1C(=O)Nc1ccc(CN2CCCC2)cc1	-11%
O=C(Nc1ccc2c(c1)OCCO2)c1ccc(CN2CCOCC2)cc1	-5%
O=C(Oc1cc2oc(=O)cc(-c3ccccc3)c2cc1Cl)C1CCCCC1	7%
O=C(O)Cc1ccc(C(=O)c2cccs2)s1	8%
COc1ccc(C(=O)NNC(=O)Cc2ccc(-c3ccccc3)cc2)cc1OC	-8%
COc1ccc(NC(=O)c2ccc(C)c(C)c2)c(OC)c1	18%
CCn1cc(C(=O)NCC2CCCO2)c(=O)c2cc(S(=O)(=O)N3CCCCC3)ccc21 (configuration not stated)	10%
COCCNC(=O)CSc1ncnc2sccc12	-12%
N#Cc1c2c(c(NCCN3CCOCC3)n3c1nc1ccccc13)CCCC2	-9%

Pulled by structure from above, 5 records:
SMILES	mouse EphA4 binding
N#Cc1c2c(c(NCCN3CCOCC3)n3c1nc1ccccc13)CCCC2	-9%
Cc1onc(-c2ccccc2Cl)c1C(=O)Nc1ccc(CN2CCCC2)cc1	-11%
O=C(O)Cc1ccc(C(=O)c2cccs2)s1	8%
COc1ccc(-c2nc3ccccc3c(=O)n2CCCn2ccnc2)cc1	7%
O=C(Oc1cc2oc(=O)cc(-c3ccccc3)c2cc1Cl)C1CCCCC1	7%

Assay outcomes from PubChem BioAssay.

Only part of the results is shown. The share of hits here may be higher or lower than overall.
